Compound activity: PubChem, National Center for Advancing Translational Sciences (NCATS)
GPT2 inh = Primary qHTS assay for inhibitors of Glutamate pyruvate transaminase 2 (GPT2). Alanine aminotransferase 2 (Homo sapiens), Q8TD30. Recombinant GPT2, coupled pyruvate oxidase/HRP Amplex Red fluorescence. Potency, µM (doses to about 57.7 µM), inactives show top-dose activity change, negative = inhibition, usual class: inhibitors. 100,000 tested, 0.25% active. AID 1671188, 2021; further: potency means the concentration at half of the fitted maximal effect; nearly all actives have a fitted effect of over 60% in size; many of its hits are not listed in these tables
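Fluorescence read-out: pyruvate from GPT2 turnover coupled to pyruvate oxidase, HRP and Amplex Red (0.2mM ThPP, 0.2U/mL PO and HRP, 50uM Amplex final). Substrates 250uM a-KG, 2mM L-alanine; enzyme 10ng/uL; 30 min RT.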
HEK293 viab = GF-AFC viability counterscreen for inhibitors of alpha-synuclein gene (SNCA) expression; HEK-293-SNCA-luc viability, GF-AFC fluorescence, 24 h; Potency, µM (series often up to 57.1 µM), inactives show at the highest dose activity change, negative = cytotoxicity, actives largely listed as cytotoxic; 150,000 tested, 0.12% active; AID 1671193, 2021;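 further: potency means the concentration at half of the fitted maximal effect; 0% = DMSO-treated cells and -100% = medium-only wells without cells; nearly all actives have a fitted effect of over 30% in size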
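HEK-293-SNCA-luc cells (1500/well) plated 24 h, then exposed 24 h to a dilution series; GF-AFC added 30 min at 37C, fluorescence 405/540 nm; normalised to medium-only and DMSO wells, Hill fit.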
HEK293 tox = Cytotoxic Profiling in HEK 293 Cell Line of Diverse Libraries Using Quantitative High-Throughput Screening; HEK 293 viability, ATP luminescence (CellTiter-Glo), 48-72 h; Potency, µM (doses to about 115 µM), for the others: at the highest dose activity change, negative = cytotoxicity, hits mostly inhibitors; 94,000 tested, 6.6% active; AID 1345083, 2018; further: potency means the concentration at half of the fitted maximal effect; nearly all actives have a fitted effect of over 60% in size
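CellTiter-Glo luminescence (cellular ATP) was read after 48 or 72 hr of compound exposure at 37 degree Celsius. Cells were HEK 293 plated at 250 cells/well.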
3T3 cytotox = Cytotoxic Profiling in NIH 3T3 Cell Line of Diverse Libraries Using Quantitative High-Throughput Screening; 94,000 tested, 4.3% active; Potency, µM (titrated, usually from 96.7 µM), inactives show at the highest dose activity change, negative = cytotoxicity, most hits filed as inhibitors; AID 1345082, 2018; NIH 3T3 viability, CellTiter-Glo ATP luminescence, 48-72 h; further: potency means the concentration at half of the fitted maximal effect; nearly all actives have a fitted effect of over 55% in size
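Luminescent ATP readout (CellTiter-Glo, 10 min RT) after 48 or 72 hr compound exposure of NIH 3T3 cells seeded at 400 cells/well in 1536-well format; quantitative HTS.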
SNCA expr inh = Primary qHTS assay for inhibitors of alpha-synuclein gene (SNCA) expression | Potency, µM (highest dose often 57.2 µM), inactives show at the highest dose activity change, negative = inhibition, actives largely listed as inhibitors | HEK-293 SNCA-luciferase knock-in, luminescence, 24 h | 140,000 tested, 0.17% active;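 further: potency means the concentration at half of the fitted maximal effect; plate controls were DMSO cells for no effect and cell-free wells for full effect; nearly all actives have a fitted effect of over 45% in size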
Luciferase inh = Firefly luciferase inhibition profiling of diverse chemical library using quantitative high-throughput screening; Luciferin 4-monooxygenase (Photinus pyralis), P08659; purified P. pyralis luciferase, luminescence, biochemical; Potency, µM (highest dose often 115 µM), for inactives: at the top dose activity change, negative = inhibition, usual class: inhibitors; 76,000 tested, 2.5% active; AID 1347043, 2019; further: potency means the concentration at half of the fitted maximal effect; nearly all actives have a fitted effect of over 65% in size
Target sequence (P08659 whole entry, looked up): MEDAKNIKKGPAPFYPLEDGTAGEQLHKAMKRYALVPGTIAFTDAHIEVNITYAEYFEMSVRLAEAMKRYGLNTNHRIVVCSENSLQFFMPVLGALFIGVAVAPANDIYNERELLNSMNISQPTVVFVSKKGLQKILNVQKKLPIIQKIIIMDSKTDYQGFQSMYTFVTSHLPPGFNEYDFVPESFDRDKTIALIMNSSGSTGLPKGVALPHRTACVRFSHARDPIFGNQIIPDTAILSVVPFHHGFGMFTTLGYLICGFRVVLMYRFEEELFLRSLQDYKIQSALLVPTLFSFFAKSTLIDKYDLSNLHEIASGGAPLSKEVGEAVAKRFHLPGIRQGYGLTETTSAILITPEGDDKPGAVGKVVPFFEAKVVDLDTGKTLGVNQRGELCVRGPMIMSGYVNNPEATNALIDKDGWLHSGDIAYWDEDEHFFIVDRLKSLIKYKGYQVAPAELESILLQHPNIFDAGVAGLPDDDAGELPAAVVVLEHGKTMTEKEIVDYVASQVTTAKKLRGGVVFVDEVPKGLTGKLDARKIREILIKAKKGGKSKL
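Purified 10nM P. pyralis luciferase with 10uM D-luciferin and 10uM ATP in 50mM Tris acetate pH 7.5, 10mM Mg acetate, 0.01% Tween-20, 0.05% BSA. qHTS titration; luminescence read by CCD imager.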
IP6K1 inh = Primary qHTS assay for small molecule inhibitors of Inositol hexaphosphate kinase 1 (IP6K1); Inositol hexakisphosphate kinase 1 (Homo sapiens), Q92551; 140,000 tested, 0.81% active; IP6K1 kinase, ADP-Glo luminescence, 2 h; stronger effect = lower value; activity change, % (series mostly up to about 58 µM); in the data active means activity change below about -25%
Target sequence (Q92551 whole entry, looked up): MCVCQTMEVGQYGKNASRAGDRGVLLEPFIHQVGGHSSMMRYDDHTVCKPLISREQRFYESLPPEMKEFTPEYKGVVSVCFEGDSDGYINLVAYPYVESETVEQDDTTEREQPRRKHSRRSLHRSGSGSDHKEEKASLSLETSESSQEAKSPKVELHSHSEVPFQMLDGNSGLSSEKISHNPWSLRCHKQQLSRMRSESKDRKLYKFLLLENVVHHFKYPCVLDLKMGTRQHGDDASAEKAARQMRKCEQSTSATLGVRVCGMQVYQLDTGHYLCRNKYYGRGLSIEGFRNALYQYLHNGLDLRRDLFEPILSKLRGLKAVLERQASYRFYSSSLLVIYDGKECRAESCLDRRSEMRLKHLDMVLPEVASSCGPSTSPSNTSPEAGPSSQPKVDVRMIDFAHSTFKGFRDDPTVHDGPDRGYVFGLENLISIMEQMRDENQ
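ADP-Glo luminescence measures ADP made by human IP6K1 during a 2 h RT reaction with ATP/IP6 (mix at 1.3 mM/130 uM); top library doses 57.5 and 19.1 uM final.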
The depositor's hits bear a star; i = inactive; ? = inconclusive; . = no result given; [ ] = remark or other dose. Unless noted, the call rests on the fitted dose curve; in most records, active means well fitted curve in the direction sought with a large enough effect; inconclusive means small, poorly fitted or top-dose-only effect, or another doubt; inactive means no such curve, though single readings can be large; an effect the other way counts as inactive or inconclusive. Unless noted, on the % scale 0 is the no-effect control and ±100 the full control effect. Some of the compounds tested (hit frequency here may not be typical).

1	CCOc1ccc(-c2ccc(NS(=O)(=O)c3ccc(C)cc3)cc2)nn1
2	CCOC(=O)[C@@H]1[C@@H](O)C(=O)N(Cc2ccccc2)C12CCN(C(=O)CCc1ccccc1)CC2
3	CS(=O)(=O)c1ccc(CN2C[C@H](O)C[C@H]2c2nc(C3CC3)no2)cc1
4	O=[S+]1([O-])NC2(CCN(Cc3c(F)cccc3F)C2)COc2ncccc21 (stereo not given)
5	O=C1Cc2c(-c3ccc4c(c3)OCO4)n[nH]c2CN1Cc1ccccn1
6	CCOc1ccccc1Nc1sc(C(=O)c2ccc(Cl)cc2)c(N)c1C(=O)NCCc1ccccc1

screen / no.	1	2	3	4	5	6
GPT2 inh	.	.	i	-25%	3%[88.5 µM]	.
HEK293 viab	4%	.	2%[87.6 µM]	9%	5%[87.6 µM]	-19%
HEK293 tox	.	-19%	i	-6%	4%[172 µM]	.
3T3 cytotox	.	?	i	-13%	?	.
SNCA expr inh	-18%	.	-10%[87.6 µM]	4%	30%[87.6 µM]	3%
Luciferase inh	.	.	-2%[172 µM]	.	5%[172 µM]	.
IP6K1 inh	-8	12	1	19	-14	-14

7	CCOP(=O)(Cc1ccc(C(=O)Nc2ccc(Br)cc2C#N)cc1)OCC
8	CCOc1ccc2nc(N3CCCC(C(=O)NCc4ccccc4Cl)C3)sc2c1 (stereo not given)
9	CC(=O)NCc1nnc2n1C(C(=O)Nc1cccc(Cl)c1)CC2 (stereo not given)
10	Cc1cc(Br)ccc1NC(=O)CN1C(=O)c2cccnc2Sc2ccccc21
11	Cc1nc2ncnn2c(C)c1CCC(=O)NCc1cccc(Cl)c1
12	CC(=O)N1CCC(NC[C@H]2Cn3c(-c4ccccc4)cnc3CO2)CC1

screen / no.	7	8	9	10	11	12
GPT2 inh	-29%[27.3 µM]	.	1%	.	.	3%[88.5 µM]
HEK293 viab	10%[23.9 µM]	14%	0%[12.5 µM]	10%	2%	-1%[87.6 µM]
HEK293 tox	.	.	3%	.	.	1%[172 µM]
3T3 cytotox	.	.	-20%	.	.	2%[174 µM]
SNCA expr inh	.	117%[activator]	-4%	2%	0%	2%[87.6 µM]
Luciferase inh	.	.	.	.	.	-3%[172 µM]
IP6K1 inh	-6	-8	23	-13	24	0

Full records, quoted from the list.
Entry for `Cc1cc(Br)ccc1NC(=O)CN1C(=O)c2cccnc2Sc2ccccc21` → GPT2 inh = .; HEK293 viab = 10%; HEK293 tox = .; 3T3 cytotox = .; SNCA expr inh = 2%; Luciferase inh = .; IP6K1 inh = -13
Entry for `CCOC(=O)[C@@H]1[C@@H](O)C(=O)N(Cc2ccccc2)C12CCN(C(=O)CCc1ccccc1)CC2` → GPT2 inh = .; HEK293 viab = .; HEK293 tox = -19%; 3T3 cytotox = ?; SNCA expr inh = .; Luciferase inh = .; IP6K1 inh = 12

(listing goes on)
13	NC(=O)Cn1ccc2cc(OCC3CCN(C(=O)CC4CC4)CC3)cnc21
14	Cc1ccc(C(=O)NCc2nnc3ccc(-c4ccccc4)nn23)c(C)c1
15	COC(=O)C(C)Sc1ccc2nnc(CCNS(=O)(=O)c3ccc(C)cc3)n2n1 (stereo not given)
16	CC(C)(C)CC(=O)N1CCN2C(=O)c3cc(-c4ccccc4)ccc3NC(=O)[C@H]2C1
17	CCCC1=Nc2cc(C(=O)NCCc3ccc(OC)c(OC)c3)ccc2Sc2ccccc21
18	COCCCNc1nc2c(S(=O)(=O)c3ccc(C)c(C)c3)nnn2c2ccc(Cl)cc12

screen / no.	13	14	15	16	17	18
GPT2 inh	2%[88.5 µM]	i	.	5%[88.5 µM]	i	.
HEK293 viab	1%[87.6 µM]	-17%	2%	-4%[87.6 µM]	-17%	9%
HEK293 tox	-19%[172 µM]	?	.	100µM*	?	.
3T3 cytotox	?	-13%	.	?	?	.
SNCA expr inh	11%[87.6 µM]	?	19%	-25%[87.6 µM]	-26%	6%
Luciferase inh	-13%[172 µM]	1%	.	8%[172 µM]	4%	.
IP6K1 inh	-12	8	21	2	-10	52

19	CCOC(=O)c1cc(-c2ccccc2)n(CC(=O)NC2CCC(C)CC2)c1C (stereo not given)
20	COCCNC(=O)[C@H]1C[C@H](Oc2cccnc2)CN1C(=O)Nc1cccc(C)c1
21	Cc1nnc2n1CCC(NC(=O)c1ccc3c(c1)OCO3)CC2 (stereo not given)
22	Cn1ncc2c(C(=O)NCc3cccc(C(F)(F)F)c3)cc(-c3cccc(C(F)(F)F)c3)nc21
23	COc1cccc(-c2cc3c(=O)n(CCNC(=O)Cc4ccsc4)ccn3n2)c1
24	O=C(Nc1ccc([C@@H](O)[C@H]2COCC(=O)N2CCCc2ccccc2)cc1)c1cnccn1

screen / no.	19	20	21	22	23	24
GPT2 inh	.	3%	i	-5%	i	-3%
HEK293 viab	7%	-4%	-15%	-2%	-11%	3%
HEK293 tox	.	-1%	-6%	-16%	?	?
3T3 cytotox	.	i	-6%	-4%	-25%	?
SNCA expr inh	2%	-7%	4%	0%	17%	3%
Luciferase inh	.	5%	-1%	.	28µM*	2%
IP6K1 inh	2	9	-11	7	-12	4

Pulled by structure from the entries so far (2):
20	COCCNC(=O)[C@H]1C[C@H](Oc2cccnc2)CN1C(=O)Nc1cccc(C)c1
23	COc1cccc(-c2cc3c(=O)n(CCNC(=O)Cc4ccsc4)ccn3n2)c1

screen / no.	20	23
GPT2 inh	3%	i
HEK293 viab	-4%	-11%
HEK293 tox	-1%	?
3T3 cytotox	i	-25%
SNCA expr inh	-7%	17%
Luciferase inh	5%	28µM*
IP6K1 inh	9	-12

Carrying on:
25	CCOC(=O)C1CCN(CC(=O)N2CCCc3c2c(=O)oc2ccc(OCc4ccccc4)cc32)CC1
26	CC[C@@H]1[C@@H](NC(=O)CSCc2ccccc2Cl)[C@@H]2CCO[C@H]12
27	Cc1nc2c(-c3ccc(F)cc3)c(C)nn2c(C)c1CCC(=O)N1CCN(c2ccccc2)CC1
28	C[C@@H]1C(=O)O[C@H]2[C@H]1CC[C@@]1(C)Cc3sc(NC(=O)c4c(Cl)cccc4Cl)nc3[C@@H](C)[C@H]21
29	O=c1cc(-c2cccnc2)oc2c(-c3cn[nH]c3)nccc12
30	Cc1ccc(CSc2nc3ccc(NC(=O)CC(C)C)cc3s2)cc1

screen / no.	25	26	27	28	29	30
GPT2 inh	.	4%	.	1%	-2%[88.5 µM]	.
HEK293 viab	-3%	2%	6%	-3%	6%[87.6 µM]	-6%
HEK293 tox	.	?	.	?	-23%[230 µM]	.
3T3 cytotox	.	-26%	.	-28%	8.9µM*	.
SNCA expr inh	?	-6%	26%	-3%	-14%[87.6 µM]	-8%
Luciferase inh	.	12%	.	-15%	2%[230 µM]	.
IP6K1 inh	-11	14	15	-4	-18	-4

The final 4 compounds of the section above come first, to join the parts:
27	Cc1nc2c(-c3ccc(F)cc3)c(C)nn2c(C)c1CCC(=O)N1CCN(c2ccccc2)CC1
28	C[C@@H]1C(=O)O[C@H]2[C@H]1CC[C@@]1(C)Cc3sc(NC(=O)c4c(Cl)cccc4Cl)nc3[C@@H](C)[C@H]21
29	O=c1cc(-c2cccnc2)oc2c(-c3cn[nH]c3)nccc12
30	Cc1ccc(CSc2nc3ccc(NC(=O)CC(C)C)cc3s2)cc1
31	CCN(CC)C(=O)CCc1c(C)nn(-c2ccccc2)c1Oc1cccc(F)c1
32	CNC(=O)N1CCC(OC2CCN(Cc3ccccc3)CC2)CC1
33	CCOc1cccc(C(=O)Nc2ccc(-c3nc4ncccc4o3)cc2C)c1
34	O=C(NC[C@H]1Cn2c(-c3ccc(F)cc3)cnc2CO1)c1ccc(Cl)cc1
35	Cn1c(=O)n([C@H]2CCCN(C(=O)Nc3ccc4c(c3)OCCO4)C2)c2ncccc21
36	Cc1cccc(C(=O)N2CCC3(CCCCO3)CC2)c1

screen / no.	27	28	29	30	31	32	33	34	35	36
GPT2 inh	.	1%	-2%[88.5 µM]	.	-5%	i	.	4%[88.5 µM]	i	i
HEK293 viab	6%	-3%	6%[87.6 µM]	-6%	-10%	5%	-6%	-20%[87.6 µM]	-4%	-3%
HEK293 tox	.	?	-23%[230 µM]	.	?	6%	.	89µM*	-10%	-19%
3T3 cytotox	.	-28%	8.9µM*	.	?	-13%	.	?	-20%	-5%
SNCA expr inh	26%	-3%	-14%[87.6 µM]	-8%	-10%	9%	83%[activator]	-28%[87.6 µM]	7%	2%
Luciferase inh	.	-15%	2%[230 µM]	.	-4%	8%	.	?	0%	1%
IP6K1 inh	15	-4	-18	-4	25	-10	24	1	5	-1

37	CC(=O)N[C@H](Cc1ccc(O)cc1)C(=O)N[C@H](CCCN=C(N)N)C(=O)N[C@H](Cc1ccccc1)C(N)=O
38	CC(=O)N1CCCc2cc(S(=O)(=O)N3CCCC(C(=O)Nc4cccc(F)c4)C3)ccc21 (stereo not given)
39	COc1ccc(CN(Cc2ccc(OC)cc2)[C@@H]2CO[C@H](CNC(=O)CC(C)(C)C)[C@H]2O)cc1
40	COCCN(Cc1ccncc1)C(=O)C1CCN(C(=O)C2CC2)CC1
41	CC(C(=O)NCc1ccc(Cl)cc1)n1ccc2cc(S(=O)(=O)N3CCCC3)ccc21 (stereo not given)
42	Cc1noc(C)c1CN1CC[C@@H]2OCC(=O)N(Cc3c[nH]c4ccccc34)[C@H]2CC1
43	Cc1cccc(OC(=O)CSc2nnc(-c3ccc4c(c3)OCO4)o2)c1C
44	CCN1CCCC2(Cc3ccccc3CN(C(=O)C(C)C)C2)C1 (stereo not given)

screen / no.	37	38	39	40	41	42	43	44
GPT2 inh	i	.	-3%	?	.	-3%[88.5 µM]	.	?
HEK293 viab	-6%	7%	0%	-2%	-23%	-7%[87.6 µM]	2%	-4%
HEK293 tox	.	.	71µM*	-23%	.	?	.	?
3T3 cytotox	.	.	?	-13%	.	-26%[138 µM]	.	-13%
SNCA expr inh	.	-24%	-13%	-12%	-23%	-11%[87.6 µM]	-6%	-12%
Luciferase inh	.	.	2%	12%	.	2%[172 µM]	.	.
IP6K1 inh	-8	-3	10	-3	11	4	3	-5
